TGFb inhibitor: qHTS for Inhibitors of TGF-b; HepG2 CAGA-GFP TGF-b/SMAD3 reporter, GFP fluorescence, 18 h; TGF-beta stimulated, 500 pg/mL final; Potency, µM (highest dose often 46.1 µM), for inactives: at the highest dose activity, negative = inhibition, most hits filed as inhibitors; 410,000 compounds, 1.2% hits; note: potency is the fitted concentration of half-maximal effect; % is set by controls: 0 for no effect and ±100 for the full control effect; nearly all actives have a fitted effect of over 65% in size
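Inhibition was scored as loss of TGF-beta-induced (500 pg/mL final, 18 hours, 37 degrees C) GFP in HEPG2 cells carrying a CAGA-GFP reporter, in DMEM with 1% FBS. Well GFP was summed per cell; Activity was normalised to unstimulated and stimulated DMSO wells, then concentration-response fitting.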
pAkt inh: HTS Assay for Inhibitors of Akt Phophorylation: Primary Screen; Neuro2A IGF-stimulated pAkt S473 HTRF, 20 min; hits give low values; AID 651550, 2012; activity change, % for hits at 50 µM; 360,000 compounds, 0.32% hits; in the data active = activity change below about -80%; inconclusive = mostly about -51% to -80%; note: % is set by controls: 0 for no effect and ±100 for the full control effect
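Neuro2A cells (4,500/well, DMEM with 0.5% FBS) were treated with compound at a single 50 µM final concentration, stimulated with 6 nM IGF for 20 min at 37 °C, and lysed. Phospho-Akt Ser473 was read by HTRF as 665/615 ratio ×10^4.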
A549 tox: Nrf2 qHTS screen for inhibitors: counterscreen for cytotoxicity. A549 ARE-Fluc cells, CellTiter-Fluor viability, 18-24 h. Potency, µM (doses to about 46 µM), for inactives: top-dose activity change, negative = cytotoxicity, actives largely listed as inhibitors. 390,000 compounds, 0.16% hits. AID 504648, 2011; note: potency is the fitted concentration of half-maximal effect; % is set by controls: 0 for no effect and ±100 for the full control effect
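A549 ARE-Fluc cells in 5% FBS OPTI-MEM, 5000 cells/well, rested 2 h then exposed to compounds in concentration-response for 18-24 h at 37 °C. Viability by CellTiter-Fluor fluorescence (Ex 405/Em 525) after 30 min; luciferase luminescence (BugLite, 15 min, RT) read afterwards.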
CCT chaperon mod: High-Throughput Screening for Modulators of Cytosolic Chaperonin Activity | purified chaperonin ATPase assay, HTRF ADP detection, 30 min | activity change, % (concentration not given with the values), hits read low | 360,000 compounds, 0.3% hits | AID 651819, 2012; in the data active = activity change below about -30%; note: % is set by controls: 0 for no effect and ±100 for the full control effect
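We incubate TRiC, 40 or 20 nM final, with library compounds at 76 uM and 10 uM ATP for 30 min at 37 °C. ADP formed is detected with Transcreener HTRF reagents after 30 min at room temperature.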
Abeta rescue: qHTS for compounds that reverse cellular toxicity of Amyloid beta (A-beta) peptide in yeast: Primary Screen | yeast expressing A-beta42, growth rescue, OD600, 48 h; response scale: 0% DMSO, 100% iron-clioquinol control | Potency, µM (series often up to 46.1 µM), inactives show top-dose growth rescue, hits mostly activators | 410,000 compounds, 0.063% hits; note: potency is the fitted concentration of half-maximal effect; nearly all actives have a fitted effect of over 55% in size
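Growth rescue measured by 600 nm absorbance after 48 h yeast culture at 30 C with compound. Values normalized between DMSO and an equimolar ferric chloride plus clioquinol control.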
Mm-Cpn inhibitor: Inhibitors of TCP-1 ring complex (TRiC) of Methanococcus maripaludis (MmCpn): qHTS; Potency, µM (top dose mostly 76.9 µM), without a hit: top-dose activity, negative = inhibition, most hits filed as inhibitors; purified Mm-Cpn ATPase, ADP Transcreener TR-FRET; 330,000 compounds, 0.031% hits; AID 504842, 2011; note: potency is the fitted concentration of half-maximal effect; % is set by controls: 0 for no effect and ±100 for the full control effect; nearly all actives have a fitted effect of over 80% in size
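ATP (10 uM final) was added to archaeal chaperonin (25 nM final) after 10 min exposure to test compound at 37°C; after 30 min further incubation, ADP was detected by competitive TR-FRET.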
Nrf2 ARE act: qHTS of Nrf2 Activators; 410,000 compounds, 0.31% hits; AREc32 ARE-luciferase reporter (MCF7-derived line), luminescence, 24 h; Potency, µM (top dose mostly 46.1 µM), without a hit: at the top dose activation, hits mostly activators; note: potency is the fitted concentration of half-maximal effect; % of control where 0% means no effect; nearly all actives have a fitted effect of over 65% in size
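Reporter line AREc32 (ARE-Fluc), seeded overnight in OPTI-MEM with 5% FBS; compound pin-transferred, 24 hr at 37 deg C, 5% CO2; luminescent read-out.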
Nrf2 block: Nrf2 qHTS screen for inhibitors; A549 ARE-Fluc reporter, luciferase luminescence, 18-24 h; Potency, µM (doses to about 46 µM), for the others: top-dose activity change, negative = inhibition, actives largely listed as inhibitors; 360,000 compounds, 2.1% hits; note: potency is the fitted concentration of half-maximal effect; % is set by controls: 0 for no effect and ±100 for the full control effect; nearly all actives have a fitted effect of over 60% in size
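A549 ARE_Fluc cells (5000/well, 5% FBS OPTI-MEM) pre-incubated 2 h, then treated with compounds 18-24 h at 37C/5% CO2 in concentration-response. CellTiter-Fluor viability read first; BugLite luciferase luminescence after 15 min at room temperature gives Nrf2 activity.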
HepG2 tox: qHTS for Inhibitors of TGF-b: Cytotox Counterscreen. 410,000 compounds, 0.76% hits. HepG2 CAGA-GFP viability, ATP luminescence, 18 h. Potency, µM (series often up to 46.1 µM), without a hit: top-dose activity change, negative = cytotoxicity, usual class: cytotoxic; note: potency is the fitted concentration of half-maximal effect; some results filed as inactive show a strong effect at the top dose
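HepG2 CAGA-GFP cells (1000/well, DMEM with 1% FBS) received compound, then TGF-beta at 500 pg/mL final, and were incubated 18 hours at 37 degrees C. Viability was read by CellTiter-Glo luminescence. Media-only wells were set as complete cell-killing and DMSO as no toxicity.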
Starred values were filed as active, the others as inactive; i = inactive; ? = inconclusive; . = no result given; [ ] = another dose, or the depositor's remark. Unless noted, calls come from the whole dose curve; as a rule, active = well fitted curve in the direction sought with a large enough effect; inconclusive = small, poorly fitted or top-dose-only effect, or another doubt; inactive = no such curve, though single readings can be large; an effect the other way counts as inactive or inconclusive.

Sequence of screens: TGFb inhibitor, pAkt inh, A549 tox, CCT chaperon mod, Abeta rescue, Mm-Cpn inhibitor, Nrf2 ARE act, Nrf2 block, HepG2 tox
> COc1ccc(C(=O)c2ccc(OC)c3cccc(O)c23)cc1OC
    -3%, i, -10%, -1.7, 0%, -6%, 0.3%, -3%, -27%
> COc1ccc(CC(=O)NCCN2CCCC2)cc1
    2%, -121%*, 0%, -10, 4%, 1%, 2.7%, 8%, -10%
> CCOC(=O)c1cc(C#N)c(SCc2ccc(C#N)cc2)nc1C
    14%, i, -23%, 0.2, 12%, -8%, 1.9%, ?, -14%
> CCCC1CCC(C2=N/C(=C\c3ccc(OC)c(OC)c3)C(=O)O2)CC1 (centres undefined)
    -4%, i, -6%, -4.5, 13%, 1%, 0.0%, 9%, -15%
> CCOC(=O)c1c(NC(=O)COc2ncnc3ccccc23)sc(C)c1CC
    -2%, i, -14%, 0.6, 14%, -2%, 0.7%, ?, -26%
> CCCCC1=CC2=CC(=O)C(C)(OC(=O)CC)C(=O)C2=CN1CCN1CCOCC1 (centres undefined)
    5%, i, -11%, -0.8, -15%, 0%, -0.1%, 9%, 3%
> O=C(C1CCN(C2CCN(C/C(Cl)=C/c3ccccc3)CC2)CC1)N1CCOCC1
    -20%, i, 3%, -0.3, -5%, -3%, 4.0%, -10%, -25%
> Cc1cc(C)nc(-n2ncc3c2CC(c2ccccc2C)CC3=O)n1 (centres undefined)
    -16%, i, 3%, -0.5, 3%, 0%, 4.2%, 9%, -13%
> CCc1ccc(OCCNC(=O)c2ccc(S(=O)(=O)N(C)C)cc2)cc1
    23%, i, 3%, 2.7, 11%, 1%, -0.1%, ., -15%
> COC(=O)C(C)NC(=O)C1CCCN1S(=O)(=O)c1cc(C)c(Cl)cc1C (centres undefined)
    -2%, i, 15%, 0.1, 12%, 0%, -0.5%, 1%, 4%
> O=C(O)CCCCCNc1ccc2nsnc2c1[N+](=O)[O-]
    28%, i, -15%, 2.4, -8%, 2%, 3.9%, -4%, -6%
> CNc1nc(C)c(C(=O)c2ccc(Cl)cc2)s1
    -9%, i, 0%, 0.3, 14%, -1%, 4.2%, 10%, 18%
> COc1cc(NC(=O)c2cccc(Cl)c2)ccc1NC(=O)c1cccs1
    3%, i, -1%, -6.1, -24%, 2%, 1.0%, ?, 3%
> CCOC(=O)COc1ccc2c(c1)C(=O)CC(C)(c1cccnc1)O2 (centres undefined)
    -15%, i, 2%, -0.2, -2%, -2%, 0.3%, ?, -5%
> Cc1ccccc1Nc1nnc(-c2ccc(C)c(S(=O)(=O)N3CCCCC3)c2)c2ccccc12
    8%, ., -13%, ., -1%, ., 0.0%, ?, -23%
> COc1ccc(C=C(C#N)C#N)c(CSc2ccccn2)c1
    ?, i, 4%, -0.3, -8%, 3%, 21%, -5%, -2%
> COc1ccc(/C(C)=N/NC(=O)C2C3CCCCC32)c(OC)c1 (centres undefined)
    -2%, i, 2%, -3.0, -9%, 0%, -0.3%, 2%, -7%
> O=C(NCCc1cccs1)Nc1ccc2nc([C@@H]3O[C@H](CO)[C@@H](O)[C@H]3O)[nH]c2c1
    6%, i, ., -2.3, -14%, ., 3.7%, ., 1%
> CCOC(=O)c1ccc(OC(=O)c2cn(-c3cccc(OC)c3)c(=O)c3ccccc23)cc1
    39%[activator], ., 6%, ., -1%, ., 6.3%, ., 0%
> COc1ccccc1CC(=O)Nc1nc(-c2ccc(F)c(F)c2)cs1
    ?, i, -4%, -0.3, -1%, 0%, 4.2%, 23µM*, -16%
> CC1CC(C)CN(CCCNC(=O)c2ccc3c(c2)NC(=O)CS3)C1 (centres undefined)
    -2%, i, -12%, 1.2, 9%, 2%, -1.0%, 3%, -1%
> CCOC(=O)C(=O)N(C)c1c(CC)nc2c(OCc3cccc(OC)c3)cccn12
    9%, i, ., -2.4, -15%, ., 0.6%, ., -10%
> CC(C)(C)c1nc(Sc2ncccc2[N+](=O)[O-])n[nH]1
    17%, i, 1%, -1.2, 6%, 0%, -0.3%, -24%, 0%
> COC(=O)c1sccc1NC(=O)CSCC(=O)O
    -22%, i, 2%, 0.8, -5%, 2%, -1.3%, 2%, -6%
> Cc1cccc(NC(=O)C2CCN(S(=O)(=O)c3cccc4cccnc34)CC2)n1
    -18%, i, -8%, -1.3, 19%, 0%, 0.8%, -29%, -3%
> CC(=O)c1sc(Nc2cccc3ccccc23)nc1C
    4%, i, 17%, 0.0, ?, ., 12%, 12%, -5%
> CCC(C)N1CCN(S(=O)(=O)c2ccc3ccccc3c2)CC1 (centres undefined)
    -19%, i, 1%, -0.1, 7%, -1%, -0.2%, -7%, -2%
> COc1ccc(CNC(=O)CSc2nc3ccsc3c(=O)n2Cc2ccccc2Cl)cc1
    -3%, ., -7%, ., -11%, ., -0.1%, -18%, 12%
> CC1(Cc2cc(Cl)ccc2C(F)(F)F)C(=O)Nc2cc(F)ccc21 (centres undefined)
    ?, i, ., 0.7, 0%, ., -0.9%, ., -85%
> Cc1sc(NC(=O)c2ccccc2)c(C(c2ccccn2)N2CCN(CCO)CC2)c1C (centres undefined)
    -4%, i, 0%, -0.8, 7%, 4%, 6.0%, 10%, -23%
> Cc1ccc(NC(=O)c2cccs2)cc1[N+](=O)[O-]
    -3%, i, -11%, 0.5, -10%, 1%, 14µM*, ?, 1%
> O=c1c2c(nc3cc(-c4cccc(F)c4)[nH]n13)CCC2
    -21%, i, 0%, 1.8, 0%, -1%, 14%, ?, -3%
> COc1cccc(CN2CCCN(CC(=O)Nc3ccc4c(c3)OCCO4)S2(=O)=O)c1
    -21%, ., -2%, ., -1%, ., 0.7%, ., -14%
> COc1ccc(-c2coc3cc(O[C@@H]4O[C@H](CO)[C@@H](O)[C@H](O)[C@H]4O)c(OC)cc3c2=O)cc1
    -4%, i, -4%, 1.7, 3%, 1%, 0.0%, 2%, -59%
> COc1cccc(CNC(=O)CN2C(=O)CSc3c2c(C)nn3-c2ccccc2)c1
    -21%, ., -3%, ., -9%, ., 0.9%, -20%, -29%
> Cc1nn(C)cc1CN(C)C(=O)c1sc2cccc(Cl)c2c1Cl
    0%, i, -5%, 1.0, -1%, -2%, 4.8%, ?, -25%
> CC1=C(C(=O)N(C(C)C)C(C)C)CC(CC(=O)NC2CCCC2)C(=O)N1Cc1ccc(C(C)(C)C)cc1 (centres undefined)
    ?, i, ., 2.0, -1%, ., -0.5%, ., -72%
> CCCCNc1nc2c(c(=O)[nH]c(=O)n2C)n1CCOc1ccccc1
    2%, i, -7%, -2.4, -7%, 1%, 0.0%, -20%, -28%
> COc1cc2c(cc1OC)CN(C(=O)CN1CCN(S(=O)(=O)c3ccc(C)c(C)c3)CC1)CC2
    -15%, i, -7%, -3.4, 15%, 0%, 0.2%, -29%, 0%
> CCCCNC(=O)c1cnc2sc(N3CCCCCC3)nn2c1=O
    ?, ., 0%, ., -21%, ., -0.1%, -1%, -28%
> CCCCCC(=O)N1C[C@H](O)[C@@H](n2cc(COC(=O)c3ccccc3)nn2)C[C@@H]1c1ccc(Cl)cc1
    -4%, i, ., -0.7, -9%, ., 0.1%, ., -7%
> CCOC(=O)c1cc(C)n(CC2CCC(C(=O)Nc3ccc(OCC)cc3)CC2)c1C (centres undefined)
    ?, ., -7%, ., -4%, ., 0.7%, ?, -17%
> Cc1nn2c(=O)cc(COC(=O)Cc3ccccc3)nc2s1
    2%, ., 14%, ., -20%, ., 0.4%, ?, 1%
> Nc1nc2n(n1)C(c1c(F)cccc1Cl)CC(c1ccc(F)cc1)N2 (centres undefined)
    7%, i, -2%, 1.1, 15%, 1%, 2.3%, -4%, 3%
> Cc1cccc(N2C(=S)NC3c4ccccc4OC2(C)C3C(=O)N(C)C)c1 (centres undefined)
    ?, i, -4%, -4.6, 3%, 2%, 0.0%, -14%, -52%
> COc1ccc(-c2c(-c3cc(OC)cc(OC)c3)n(C)c3ccc(Br)cc23)cc1
    2%, i, -9%, 0.4, -8%, -13%, -0.3%, 9%, -13%
> O=C(NNC(=O)c1ccccc1-c1ccccc1C(=O)O)c1ccccc1
    19%, i, -11%, -2.7, 5%, 0%, -0.5%, 6%, 0%
> CN(C(=O)COc1ccccc1)C1CCS(=O)(=O)C1 (centres undefined)
    0%, i, 7%, 1.6, -7%, 0%, -0.7%, 15%, 7%
> Cc1cccc(NC(=O)CSCC(=O)Nc2cc(S(=O)(=O)N3CCOCC3)ccc2N2CCCC2)c1
    -7%, i, -5%, 0.4, -11%, 0%, 0.5%, -5%, 24%

Two entries from above in a different format.
| mol | TGFb inhibitor | pAkt inh | A549 tox | CCT chaperon mod | Abeta rescue | Mm-Cpn inhibitor | Nrf2 ARE act | Nrf2 block | HepG2 tox |
| --- | --- | --- | --- | --- | --- | --- | --- | --- | --- |
| CCOC(=O)c1c(NC(=O)COc2ncnc3ccccc23)sc(C)c1CC | -2% | i | -14% | 0.6 | 14% | -2% | 0.7% | ? | -26% |
| CCCCC1=CC2=CC(=O)C(C)(OC(=O)CC)C(=O)C2=CN1CCN1CCOCC1 (centres undefined) | 5% | i | -11% | -0.8 | -15% | 0% | -0.1% | 9% | 3% |
